Lipid storage S3: qHTS Assay for Lipid Storage Modulators in Drosophila S3 Cells | Drosophila S3 cells, BODIPY lipid droplet fluorescence, 18-24 h; cells fed with added oleic acid | lipid storage change, negative = inhibition, % at the top dose, mostly 46.1 µM; hits show Potency in µM | 320,000 tested, 0.64% active | AID 2685; active = well fitted inhibition curve with a large enough effect in the signal ratio, with a control signal flat, not every such curve was filed as active; inconclusive = small, poorly fitted or top-dose-only effect, or effect the other way, or a change in a side signal; the % refers to the signal ratio
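Drosophila S3 cells got compounds at several concentrations plus oleic acid (400 uM solution). Laser-scanning cytometry with 488 nm excitation read lipid droplets at 500-530 nm and cells at 575-640 nm. Percent activity was relative to 20 uM Triacsin C.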
Lipid storage S3 cell count max: further read-out of Lipid storage S3, marked with its call; cell number change, %; measured here: cell count max response;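 cells counted by Cell Tracker Red CMTPX staining in the red channel; peak over a dose series mostly up to 46.1 µM; percent activity relative to internal control wells on each plate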
* hit, by the source's call; i = inactive; ? = inconclusive; . = no result given; [ ] = another dose, or the depositor's remark. % is set by controls: 0 for no effect and ±100 for the full control effect; potency is the fitted concentration of half-maximal effect. This is a subset; the hit share may differ from the screen's.

Molecule | Lipid storage S3 | Lipid storage S3 cell count max
Cn1cc(/C=C/C(=O)N2CCCC(C(=O)c3ccc(C(F)(F)F)cc3)C2)cn1 (stereo not given) | -10% | -5
Cc1ccc(COC(=O)CN2C(=O)NC3(CCCCC3C)C2=O)cc1 (stereo not given) | ? | .
CN1CCN(C(=O)/C(=C/c2cccs2)NC(=O)c2cccs2)CC1 | 11% | 3
C=CCn1c(C)cc(/C([O-])=C(/C(=S)Nc2ccc(OC(F)F)cc2)[n+]2ccc(N(C)C)cc2)c1C | ? | .
COc1ccc(Cl)cc1NC(=S)NNC(=O)c1cccnc1 | ? | .
COc1cc2c(cc1CN1CCN(C(=O)c3cc(OC)c(OC)c(OC)c3)CC1)OCO2 | -23% | 0
O=C(NC1CCCCC1)C(c1cccnc1)N(C(=O)CCl)c1ccccc1Cl (stereo not given) | -3% | 3
CCCn1c2ccccc2c2cnn(CC(=O)NCCN(CC)CC)c(=O)c21 | ? | .
O=C(CSCc1ccccc1)Nc1ccc2c(c1)C(=O)NC2=O | ? | .
CN1CCN(c2ccc(C(F)(F)F)cc2NC(=O)Nc2ccccc2)CC1 | -14% | -9
Cc1ccc(C(=O)Nc2ncc(C)s2)o1 | ? | .
CC1=C(C(=O)OCC2CCCO2)C(c2ccccc2)NC(=O)N1 (stereo not given) | 2% | 10
CCOc1ccc(CN2CCN(CCCc3ccccc3)CC2CCO)cc1 (stereo not given) | 9% | 8
COc1ccc(C(=O)O/N=C(\N)Cc2ccc([N+](=O)[O-])cc2)c(OC)c1 | ? | .
Cc1ccc(CCNC(=O)C2CCN(S(=O)(=O)c3cccc4nonc34)CC2)cc1 | 10% | -8
COc1ccc(-c2nnc(NC(=O)C3=COCCO3)o2)cc1 | ? | .
C=CCN1C(=O)c2ccc(C(=O)N3CCN(S(=O)(=O)c4cccc(F)c4)CC3)cc2C1=O | ? | .
COc1cccc(NC(=O)c2ccc3c(c2)CCCC3)c1 | i | -11
O=c1cc(CNCCCO)c2ccccc2[nH]1 | ? | .
COC(=O)C1C(c2ccccc2)NC(=O)NC1(O)C(F)(F)Cl (stereo not given) | ? | .
Cc1noc(C)c1COc1ccc(C(=O)NCCc2ccccn2)cc1 | -25% | -14
CNC(=O)CSc1nnc(C2CC2)n1-c1ccccc1 | ? | .
O=C(OCc1nnc(-c2ccccc2)o1)c1cc(S(=O)(=O)N2CCOCC2)c(Cl)cc1Cl | i | -18
CCN(CC)S(=O)(=O)c1cc(NC(=O)COC(=O)CCC(=O)c2cccs2)ccc1C | -4% | -7
Cc1cc(C)c2nc3sc(C(=O)N4CCOCC4)c(N)c3cc2c1 | ? | .
CCCCNc1nc(-c2ccccc2)cc(C(F)(F)F)c1C(N)=O | ? | .
CCOc1cccc(/C(O)=C2/C(=O)C(=O)N(CCOC)C2c2ccco2)c1 (stereo not given) | i | 3
O=C(NCC1CCCO1)c1cccc(NC(=O)c2ccco2)c1 (stereo not given) | ? | .
Cc1cc(N2CCN(C(c3ccccc3)c3ccccc3)CC2)n2ncnc2n1 | ? | .
Cc1c(C(=O)Nc2cccc(Cl)c2)c2ccccn2c1CCc1ccncc1 | -16% | -6
O/N=C(/CCc1ccccc1)c1ccc2c(c1)OCCO2 | ? | .
CCC(C)Nc1nc2ccccc2n2c(C)nnc12 (stereo not given) | ? | .
O=C(NCCCCNC(=O)c1cccs1)c1cccs1 | -21% | -29
COc1ccc(C2C(C(C)=O)=C(O)C(=O)N2c2nccs2)c(OC)c1 (stereo not given) | ? | .
O=C(N/N=C/c1ccc([N+](=O)[O-])cc1)c1ccccc1OCc1ccccc1 | -12% | 4
Cc1cc(C)cc(NC(=O)C2CCN(S(=O)(=O)c3c(C)n[nH]c3C)CC2)c1 | 0% | -14
Cn1cc(CCCC(=O)NCc2ccccc2)c2ccccc21 | ? | .
CC(=O)Cc1nsc(NC(=O)c2oc(-c3ccccc3Cl)cc2C)n1 | ? | .
CCOC(=O)Cc1ccc(NC(=O)c2ccccc2Br)cc1 | -8% | 11
COc1cc(/C=N/OCC(=O)Nc2ccc(OC(F)F)cc2)ccc1OCc1ccccc1 | ? | .

Given field by field: part of the list above
> Cc1cc(C)cc(NC(=O)C2CCN(S(=O)(=O)c3c(C)n[nH]c3C)CC2)c1
- Lipid storage S3: 0%
- Lipid storage S3 cell count max: -14
> Cn1cc(CCCC(=O)NCc2ccccc2)c2ccccc21
- Lipid storage S3: ?
- Lipid storage S3 cell count max: .
> CC(=O)Cc1nsc(NC(=O)c2oc(-c3ccccc3Cl)cc2C)n1
- Lipid storage S3: ?
- Lipid storage S3 cell count max: .

(listing goes on)
Molecule | Lipid storage S3 | Lipid storage S3 cell count max
COc1ccc(-c2cc(C(=O)NCC(c3ccccc3)N(C)C)c3ccccc3n2)cc1OC (stereo not given) | ? | .
COc1ccc(NC2=NCC(=O)N2Cc2cccs2)cc1 | -5% | 12
COc1ccc(S(=O)(=O)N(C)C)cc1NC(=O)[C@H](Cc1ccccc1)N1C(=O)c2ccccc2C1=O | -11% | 0
CCN(C(C)=O)c1cccc2ccccc12 | ? | .
NC(=O)COC(=O)CC12CC3CC(CC(C3)C1)C2 | ? | .
CC1CCc2nc(NCCO)nc(C(F)(F)F)c2C1 (stereo not given) | ? | .
CCOc1cccc(C2C(C(=O)c3ccc(C)o3)=C(O)C(=O)N2CCCn2ccnc2)c1 (stereo not given) | 0% | .
CCCN(CC(=O)Nc1ccccc1OC)C(=O)CSc1nc(C)cc(C)n1 | ? | .
Cn1c(SCC(=O)N2CCc3ccccc32)nnc1C1CC1 | ? | .
O=CC1=C(N2CCOCC2)/C(=C\c2ccccc2)CC1 | 7% | 2
Cc1ccc(C2(C)NC(=O)N(CC(=O)Nc3ccc(N4CCOCC4)cc3N3CCOCC3)C2=O)cc1 (stereo not given) | -18% | -15
CCOC(=O)c1[nH]ncc1CN1CCC(Cc2cccc(OC)c2)(C(=O)OCC)CC1 | ? | .
COc1cc(C(=O)OCc2ccccc2C#N)ccc1OCC(=O)N1CCOCC1 | 9% | 9
Oc1ccc(Br)cc1C1Nc2ccccc2S1 (stereo not given) | -1% | -27
Cn1cnc([N+](=O)[O-])c1S(=O)(=O)c1cccc(Cl)c1 | ? | .
O=C(COC(=O)C1CCC(=O)N1)Nc1ccc(Br)cc1 (stereo not given) | 14% | 4
Cc1ccc(C(=O)N2CCN(c3ccc(Cl)cc3)CC2)cc1 | ? | .
COC(=O)[C@@]1(Cc2ccc(F)cc2)[C@@H]2[C@@H](CC(=O)[C@H]2CC(=O)C(=O)N(C)C)CN1C(=O)c1ccccc1 | 16% | 5
Cc1ccc2nc3c(cc(S(=O)(=O)c4ccccc4)c(=N)n3Cc3ccco3)c(=O)n2c1 | -6% | 11
COCCN(C(=O)COC(=O)/C=C/c1cccs1)c1c(N)n(Cc2ccccc2)c(=O)[nH]c1=O | ? | .

Among those listed so far, these have a CF3 group.
Molecule | Lipid storage S3 | Lipid storage S3 cell count max
Cn1cc(/C=C/C(=O)N2CCCC(C(=O)c3ccc(C(F)(F)F)cc3)C2)cn1 (stereo not given) | -10% | -5
CN1CCN(c2ccc(C(F)(F)F)cc2NC(=O)Nc2ccccc2)CC1 | -14% | -9
CCCCNc1nc(-c2ccccc2)cc(C(F)(F)F)c1C(N)=O | ? | .
CC1CCc2nc(NCCO)nc(C(F)(F)F)c2C1 (stereo not given) | ? | .

Continuation:
SMILES | Lipid storage S3 | Lipid storage S3 cell count max
Cc1ccc(NC(=O)c2cccc(F)c2)cc1S(=O)(=O)N1CCCCCC1 | 8% | -3
Cc1ccc(S(=O)(=O)CC(=O)N2CCN(c3cccc(C(F)(F)F)c3)CC2)cc1 | -8% | -1
Cc1nn(CC(=O)NNC(=O)c2cccc(Br)c2)c(C)c1[N+](=O)[O-] | 17% | 3
COC(=O)[C@@H](c1ccccc1)N(C)S(=O)(=O)c1cccc(S(=O)(=O)N(C)[C@@H](C(=O)OC)c2ccccc2)c1 | ? | .
CN(C)S(=O)(=O)N1CCN(S(=O)(=O)N(C)C)CC1 | 11% | 10
O=C(Nc1ccc(S(=O)(=O)NCc2ccccc2)cc1)C1CCCCC1 | ? | .
CCOc1ccc(S(=O)(=O)Nc2cccc(OC)c2)cc1 | ? | .
CCOC(=O)N1CCC(=NNC(=O)COc2ccc(C#N)cc2)CC1 | 9% | 2
CCn1c(C(C)NC(=O)c2cccs2)n[nH]c1=S (stereo not given) | 7% | 11
CN(CC(=O)Nc1ccc(F)c(F)c1F)C(=O)c1cc(-c2ccncc2)nc2ccccc12 | ? | .
CC1(c2ccccc2)NC(=O)N(CC(=O)Nc2ccc(C(N)=O)cc2)C1=O (stereo not given) | ? | .
CCOc1ccc(OCCOC(=O)CN2C(=O)NC3(CCCC3)C2=O)cc1 | ? | .
Cc1cccc(OCc2nc(-c3nonc3N)no2)c1C | ? | .
Cc1nnc(NC(=O)CSc2nnc(CNC(=O)C34CC5CC(CC(C5)C3)C4)n2C2CCCCC2)s1 | -1% | 0
Cc1ccc(NCc2nnc(SCC(=O)NNC(=O)Cc3ccccc3)n2C)cc1 | -12% | 25
O=C(COC(=O)CCc1nc2ccccc2c(=O)[nH]1)Nc1c(Cl)cccc1C(F)(F)F | 23% | .
CC1Cc2cc(S(=O)(=O)N3CCCCC3)ccc2N1C(=O)C1CCC1 (stereo not given) | i | .
Cc1c(C#N)c(NC(=O)CCl)n(Cc2cccs2)c1C | ? | .
NC(=O)c1ccccc1OCC(=O)Nc1cccnc1Cl | ? | .
CN(C)c1ccc(C(=S)N2CCN(Cc3ccccc3)CC2)cc1 | 10% | -4
O=C(Nc1ccccc1)/C(=C/c1cccnc1)NC(=O)c1ccco1 | 11% | -4
COc1ccc(NC(=O)Nc2ccccc2C(N)=O)cc1OC | ? | .
Cn1cccc1/C=N\NC(=O)c1cncc(Br)c1 | ? | .
COc1ccc(NC(=O)CN2CCC(C)CC2)c([N+](=O)[O-])c1 | i | .
CC(OC(=O)C1=Cc2ccccc2OC1)C(=O)NC(C)(C)C (stereo not given) | 11% | 10
NC(=O)C1CCN(c2cc(Cl)nc(N)n2)CC1 | ? | .
O=C(CN1CCN(c2ccccc2)CC1)NC(=O)NCc1ccco1 | ? | .
CCOC(=O)NC(=O)CSc1ccc(S(=O)(=O)N(C)C2CCCCC2)cn1 | 4% | -3
O=C(NCCc1ccc2c(c1)OCCO2)c1cc2ccccc2o1 | ? | .
CCNC(=S)NNC(=O)c1ccc2ncccc2c1 | ? | .
O=C1CCCN2N=C(SCC(=O)Nc3ccc([N+](=O)[O-])cc3)SC2=N1 | ? | .
O=C(NCc1cccnc1)c1nn2cccnc2c1Cl | 7% | 4
COc1ccc(NC(=O)CCCn2cnc3ccccc3c2=O)c(OC)c1 | ? | .
Cc1ccnc(NS(=O)(=O)c2ccc(NC(=O)C3CC=CCC3C(=O)O)cc2)n1 (stereo not given) | ? | .
COc1ccc2oc(=O)c(C(=O)NC(C)c3ccccc3)cc2c1 (stereo not given) | -17% | -10
Cc1nnc(NC(=O)c2nc(S(=O)(=O)Cc3ccccc3)ncc2Cl)s1 | ? | .
CC1=NN(C(=O)c2ccc(Cn3nc(C)c(Br)c3C)cc2)C(O)(C(F)(F)F)C1 (stereo not given) | -4% | -11
CCCn1nnc(NCc2ccc(OCc3cccs3)c(OC)c2)n1 | i | .
O=C(Nc1nc2ccc(F)cc2s1)c1cccs1 | ? | .
COc1ccc(-n2nnnc2CNC(=O)C(=O)c2c(C)[nH]c3ccccc23)cc1 | -18%[0.0737 µM] | -17
Cc1ccc(-c2csc(N/N=C/C=C/c3ccccc3)n2)cc1 | -19% | 4
Cc1ccc(C(=O)CN2CCC(NC(=O)C3CCCCC3)CC2)cc1 | ? | .
COc1ccc(C2CC(C(F)(F)F)n3nc(CO)c(Cl)c3N2)cc1OC (stereo not given) | ? | .
CC(C)(C)OC(=O)NCCC(=O)N/N=C/c1ccc2ncccc2c1 | 6% | .
COCCNc1oc(/C=C/c2ccccc2)nc1C#N | 26% | .
CCN(CC)CCc1nc(-c2ccccc2)no1 | -15% | .
CCCOc1ccc(C(=O)NC(=S)Nc2nc3ccc(C)cc3s2)cc1 | -10% | -8
Nc1ccc(C(=O)N2CCCC2)cc1CS(=O)(=O)c1ccc(Cl)cc1 | ? | .
OCCCN=C1CCCc2c1[nH]c1ccc(Cl)cc21 | -9% | 0
CC(C)Sc1nnc(Cn2c(=O)sc3ccccc32)n1-c1ccccc1 | 4% | -2

Next compounds follow.
SMILES | Lipid storage S3 | Lipid storage S3 cell count max
Cc1nn(Cc2c(F)c(F)c(F)c(F)c2F)c(C)c1NC(=O)c1ccc(COc2ccc(Cl)cc2Cl)o1 | 6% | .
CC(OC(=O)c1ccccc1C(=O)N(C)Cc1ccccc1)C(=O)NC1(C#N)CCCCC1 (stereo not given) | ? | .
CC(=O)Nc1ccc(S(=O)(=O)NC2=NCN(CCOC(=O)c3ccccc3)CN2)cc1 | -8% | 1
Cc1ccccc1NC(=O)C1CCN(S(=O)(=O)c2cccs2)CC1 | ? | .
Cc1cnc(NC(=O)C2CC=CCC2)s1 (stereo not given) | ? | .
CC1Cc2ccccc2N1C(=O)COC(=O)Cn1nnc(-c2ccccc2)n1 (stereo not given) | i | .
C=CCOc1c2ccc(C(=O)NC3CCCc4ccccc43)cc2nn1C (stereo not given) | -5% | 0
O=Cc1ccc(OC(=O)c2cccnc2)cc1 | ? | .
Cc1ccc2c(NC(=S)NC(=O)c3ccccc3)cccc2n1 | ? | .
COCCn1c(SCC(=O)Nc2nnc(C)s2)nnc1-c1ccncc1 | ? | .

Screens as filed in PubChem.
